# Assay outcomes (PubChem)
# EPAC2 antag – qHTS for Antagonist of cAMP-regulated guanine nucleotide exchange factor 2 (EPAC2): primary screen; Rap guanine nucleotide exchange factor 4 (Homo sapiens), Q8WZA2; EPAC2 GEF exchange of Rap1B-BODIPY-GDP, fluorescence; Potency, µM (doses to about 114 µM), inactives show at the highest dose activity, negative = inhibition, usual class: inhibitors; 360,000 tested, 0.18% active; also: potency is read from the fitted curve at half-maximal effect; % is scaled to controls: 0 for no effect and ±100 for the full control effect; nearly all actives have a fitted effect of over 45% in size; many of its hits are not listed in these tables
# Mm-Cpn inhibitor – Inhibitors of TCP-1 ring complex (TRiC) of Methanococcus maripaludis (MmCpn): qHTS; Chaperonin Mm-Cpn (Methanococcus maripaludis); 330,000 tested, 0.031% active; purified Mm-Cpn ATPase, ADP Transcreener TR-FRET; Potency, µM (titrated, usually from 76.9 µM), without a hit: top-dose activity, negative = inhibition, hits mostly inhibitors; also: potency is read from the fitted curve at half-maximal effect; % is scaled to controls: 0 for no effect and ±100 for the full control effect; nearly all actives have a fitted effect of over 80% in size
#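 ATPase turnover read by TR-FRET ADP competition (Eu cryptate antibody/ADP-d2, 665/590 nm): 10uM ATP final, 25nM Mm-CPN final, 30 min 37degC after 10-min compound preincubation, pH 7.4 Tris/KCl/MgCl2/DTT buffer.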
# EPAC1 agonist – qHTS for Agonist of cAMP-regulated guanine nucleotide exchange factor 3 (EPAC1): primary screen; Rap guanine nucleotide exchange factor 3 (Homo sapiens), O95398; EPAC1 agonist qHTS, biochemical assay; response scale: 100% = response to 6.5 mM cAMP; Potency, µM (titrated, usually from 154 µM), for inactives: top-dose activation, most hits filed as activators; 360,000 tested, 0.073% active; AID 720707, 2013; also: potency is read from the fitted curve at half-maximal effect; nearly all actives have a fitted effect of over 60% in size
#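 Compounds were pinned as a concentration titration into mixtures of EPAC1 (100 nM), BODIPY-GDP-loaded Rap1B (250 nM) and GDP (50 uM). After 5 min at room temperature, fluorescence was followed for 30 min; activity was scaled to 6.5 mM cAMP.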
# WRN helicase inh – qHTS for Inhibitors of WRN Helicase. 360,000 tested, 0.46% active. AID 651768, 2012. WRN helicase unwinding, fluorescent forked duplex, kinetic. Potency, µM (series often up to 114 µM), for inactives: at the top dose activity change, negative = inhibition, usual class: inhibitors. Bifunctional 3'-5' exonuclease/ATP-dependent helicase WRN (Homo sapiens), Q14191; also: potency is read from the fitted curve at half-maximal effect; % is scaled to controls: 0 for no effect and ±100 for the full control effect; nearly all actives have a fitted effect of over 55% in size
# Target sequence (Q14191 whole entry, looked up): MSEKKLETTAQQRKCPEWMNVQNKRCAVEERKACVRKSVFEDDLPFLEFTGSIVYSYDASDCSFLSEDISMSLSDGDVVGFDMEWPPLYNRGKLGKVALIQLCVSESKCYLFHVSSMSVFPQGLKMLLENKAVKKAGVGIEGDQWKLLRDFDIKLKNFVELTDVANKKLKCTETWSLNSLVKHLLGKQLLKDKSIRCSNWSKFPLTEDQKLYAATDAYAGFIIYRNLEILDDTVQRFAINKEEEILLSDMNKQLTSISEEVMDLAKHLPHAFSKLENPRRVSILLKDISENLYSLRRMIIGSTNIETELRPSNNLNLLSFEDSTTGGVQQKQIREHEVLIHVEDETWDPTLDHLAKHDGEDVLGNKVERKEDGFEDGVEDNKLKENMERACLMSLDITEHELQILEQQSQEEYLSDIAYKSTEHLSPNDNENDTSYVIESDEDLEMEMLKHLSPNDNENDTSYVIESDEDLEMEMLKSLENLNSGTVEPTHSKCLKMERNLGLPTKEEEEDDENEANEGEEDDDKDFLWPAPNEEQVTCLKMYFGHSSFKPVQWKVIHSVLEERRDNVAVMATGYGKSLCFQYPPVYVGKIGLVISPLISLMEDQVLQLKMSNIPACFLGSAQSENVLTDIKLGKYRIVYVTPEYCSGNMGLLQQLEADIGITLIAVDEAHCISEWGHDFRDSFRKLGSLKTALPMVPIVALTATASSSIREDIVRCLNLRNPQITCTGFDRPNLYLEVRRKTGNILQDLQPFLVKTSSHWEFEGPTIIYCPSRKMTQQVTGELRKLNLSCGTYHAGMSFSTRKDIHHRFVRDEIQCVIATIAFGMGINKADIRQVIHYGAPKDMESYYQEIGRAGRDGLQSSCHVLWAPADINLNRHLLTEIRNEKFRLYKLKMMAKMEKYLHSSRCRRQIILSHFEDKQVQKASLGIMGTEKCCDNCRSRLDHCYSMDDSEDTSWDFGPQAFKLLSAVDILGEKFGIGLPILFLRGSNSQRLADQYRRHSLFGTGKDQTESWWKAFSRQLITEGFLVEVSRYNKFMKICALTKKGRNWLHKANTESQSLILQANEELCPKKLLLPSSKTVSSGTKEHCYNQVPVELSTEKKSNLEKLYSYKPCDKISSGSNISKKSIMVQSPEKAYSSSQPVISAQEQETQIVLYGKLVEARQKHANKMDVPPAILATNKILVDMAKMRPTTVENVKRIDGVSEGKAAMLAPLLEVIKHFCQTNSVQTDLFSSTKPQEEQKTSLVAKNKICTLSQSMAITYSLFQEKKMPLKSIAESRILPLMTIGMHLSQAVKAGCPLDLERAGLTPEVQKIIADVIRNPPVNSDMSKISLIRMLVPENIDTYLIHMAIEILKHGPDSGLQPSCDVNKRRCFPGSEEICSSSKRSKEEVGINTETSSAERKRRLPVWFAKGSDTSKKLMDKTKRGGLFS
#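 Fluorescence dequenching readout, ex 525 nm/em 598 nm, kinetic mode: forked duplex DNA (100 nM final) with adjacent fluorophore and quencher unwound by WRN (20 nM final) with 2 mM ATP. Compound preincubation 15 min, room temperature.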
# CCT modulator – High-Throughput Screening for Modulators of Cytosolic Chaperonin Activity | 360,000 tested, 0.3% active | AID 651819, 2012 | activity change, % (no concentration beside the values), hits read low | purified chaperonin ATPase assay, HTRF ADP detection, 30 min; in the data active = activity change below about -30%; also: % is scaled to controls: 0 for no effect and ±100 for the full control effect
#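 Enzyme 40 or 20 nM (batch-dependent) in Tris pH 7.4/KCl/MgCl2/DTT; cpd 76 uM single point; ATP 10 uM; 30 min 37 °C; Transcreener ADP HTRF detection, 30 min RT; ratio 665/615.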
# PI5P4Ka inh – qHTS for Inhibitors of phosphatidylinositol 5-phosphate 4-kinase (PI5P4K); AID 652105, 2013; Phosphatidylinositol 5-phosphate 4-kinase type-2 alpha (Homo sapiens), P48426; PI5P4Kalpha enzyme, ADP-Glo luminescence, 60 min; active compounds read low; 330,000 tested, 1.2% active; max response, %; active = max response of -50% or lower; inconclusive = between -30% and -50%; inactive = -30% or higher; also: value at the top dose of about 77 µM; % is scaled to controls: 0 for no effect and ±100 for the full control effect
#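 Enzyme plus substrate dispensed, test compounds pinned in, then ATP (5 microM final) added. After 60 min at RT, ADP-Glo reagent 1 for 45 min and reagent 2 for 30 min preceded luminescence imaging.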
# EPAC1 antag – qHTS for Antagonist of cAMP-regulated guanine nucleotide exchange factor 3 (EPAC1): primary screen | EPAC1 GEF assay, Rap1b-BODIPY-GDP exchange fluorescence | Rap guanine nucleotide exchange factor 3 (Homo sapiens), O95398 | AID 720709, 2013 | 360,000 tested, 0.14% active | Potency, µM (highest dose often 115 µM), for inactives: top-dose activity change, negative = inhibition, hits mostly inhibitors;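 also: potency is read from the fitted curve at half-maximal effect; plate controls were vehicle for no effect and positive control for full effect; nearly all actives have a fitted effect of over 50% in size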
# PLK1 PBD inh – qHTS for Inhibitors of PLK1-PDB (polo-like kinase 1 - polo-box domain): Primary Screen | Serine/threonine-protein kinase PLK1 (Homo sapiens), P53350 | Plk1 PBD binding of FITC phosphopeptide, fluorescence polarization | Potency, µM, for the others: max response, negative = inhibition, actives largely listed as inhibitors | 360,000 tested, 2.8% active; also: potency is read from the fitted curve at half-maximal effect; series mostly up to about 57 µM; % is scaled to controls: 0 for no effect and ±100 for the full control effect; nearly all actives have a fitted effect of over 65% in size
# The depositor's hits bear a star; ? = inconclusive; / = not tested or not shown; [ ] = another dose, or the depositor's remark. Unless noted, calls follow the shape of the dose curve; as a rule, active = well fitted curve in the direction sought with a large enough effect; inconclusive = small, poorly fitted or top-dose-only effect, or another doubt; inactive = no such curve, though single readings can be large; an effect the other way counts as inactive or inconclusive. This is a subset; rates above refer to the full screens.
# Value order: EPAC2 antag | Mm-Cpn inhibitor | WRN helicase inh | EPAC1 antag | PI5P4Ka inh | PLK1 PBD inh | CCT modulator | EPAC1 agonist
CC(=O)Oc1ccc(-c2csnn2)cc1
    3.1% | -0.5% | -5.1% | 3.9% | -7.0 | 0.5% | -5.9 | 6.6%
Cc1cccc(NC(=O)CN2C(=O)S/C(=C\c3ccc(-c4cccc(C(=O)O)c4C)o3)C2=O)c1
    9.2% | 0.6% | -10.0% | 2.6% | -3.1 | ? | -1.5 | -5.8%
COc1ccc(S(=O)(=O)N2Cc3ccccc3CC2C(=O)O)cc1 (configuration not stated)
    -3.3% | -0.5% | -30.2%[57.1 µM] | 8.5% | -16.9 | -13.9% | -5.0 | 9.6%
C=CCNC(=O)c1c(CSc2ccc(Cl)cc2)noc1C(=O)NCc1ccccc1
    -12.8% | / | -9.5% | -3.2% | 10.8 | 6.1% | 2.5 | 9.3%
O=C(CN1CCN(C2CCCCC2)CC1)Nc1ccccc1-c1ccccc1
    2.9% | -0.4% | -1.9% | 5.5% | / | -2.8% | 3.6 | -2.2%
O=[N+]([O-])c1ccc(Cl)cc1NCC1CCCO1 (configuration not stated)
    0.6% | -11.8% | 3.2% | -8.8% | 0.6 | -17.8% | 1.3 | -4.6%
CC(NC(=O)CN(C)S(=O)(=O)c1cnc[nH]1)c1ccccc1 (configuration not stated)
    -4.2% | 3.9% | -0.1% | -14.0% | 0.2 | -5.8% | 0.3 | -10.9%
COc1cc2c(c(OC)c1OC)-c1ccc(OC)c(=O)cc1C(NC(=O)c1ccccc1)CC2 (configuration not stated)
    -3.2% | / | -1.9% | -0.1% | 2.5 | 1.3% | 0.4 | 1.4%
Cc1cc(C)n(Cc2cc(C(=O)O)c3ccccc3n2)n1
    4.4% | -0.1% | -5.9% | 0.2% | 0.0 | 12.7% | -1.2 | -3.8%
COc1cc(CN2CCC(n3nccc3NC(=O)C3CCOC3)CC2)ccc1F (configuration not stated)
    -1.7% | 0.2% | -29.1% | -11.6% | -3.4 | -10.0% | -6.0 | 10.7%
O=C(Nc1ccc(S(=O)(=O)N2CCCC2)cc1)c1cc(F)c(F)cc1Cl
    -10.6% | -4.8% | -20.5% | -24.5% | 2.4 | 0.6% | -4.5 | ?
Cn1nc(C(F)(F)F)c(-c2ccccc2)c1NC(=O)CSCC(=O)O
    13.0% | ? | 10.5% | -7.0% | -0.4 | -7.2% | -16.9 | 1.9%
Cn1nnnc1SCC(=O)N1CCN(C(=O)c2ccco2)CC1
    -2.7% | -7.0% | 8.1% | -13.3% | -2.8 | -13.8% | -1.6 | 5.6%
CCn1c(N)c(C(=O)NC2CCCCC2)sc1=S
    -2.9% | -3.9% | -9.4% | 8.4% | / | -3.6% | -1.1 | 7.7%
COCCCNC(=O)c1ccc(CN2CCc3ccccc3C2)cc1
    4.5% | -0.7% | 2.6% | -3.7% | -1.8 | 4.5% | -1.4 | 7.1%
COC(=O)c1c[nH]n2c(=O)cc(C)nc12
    -3.9% | -2.0% | -4.6% | 2.8% | / | -1.3% | -0.2 | -0.1%
Cc1ccc(CNC(=O)c2oc3ccc(S(=O)(=O)N4CCOCC4)cc3c2C)cc1
    -3.1% | -2.7% | -13.2% | -5.1% | / | 3.3% | -3.4 | 18.9%
O=C(NCCc1ccccc1)/C(=C\c1ccccc1)NC(=O)c1ccco1
    5.8% | 0.2% | -13.2% | -18.4% | 2.1 | 1.6% | -1.7 | 4.0%
CCCn1c(SCC(=O)NCc2ccc(OC)cc2)n[nH]c1=O
    -5.9% | -2.6% | -3.4%[57.1 µM] | -26.3% | -0.7 | -1.8% | 0.0 | 10.4%
COc1ccc(NC(=O)c2cc(-c3ccccc3Cl)on2)cc1
    4.3% | -3.7% | -1.0% | -15.1% | 20.7 | -7.5% | -0.1 | 0.9%
COc1ccc(CNC(=S)Nc2cccc(C)c2)cc1
    -5.6% | 0.7% | -11.0% | -4.2% | 5.0 | -7.0% | -7.7 | -0.5%
COc1ccc2[nH]c3c(NCCCOC(C)C)ncnc3c2c1
    -3.8% | -2.7% | -13.3% | ? | -3.1 | -6.4% | -3.1 | -17.1%
NC(=O)/C(=C/c1ccco1)C(N)=S
    3.7% | -0.5% | -22.7% | 0.0% | ? | ? | -1.6 | 7.0%
C[C@H]1CN([C@@H](C)CO)C(=O)c2cc(C#CC3CCCC3)cnc2O[C@H]1CN(C)C(=O)Cc1ccccn1
    4.7% | / | 7.4% | 1.3% | -3.7 | -6.4% | -4.2 | 3.9%
CCOC(=O)C1(C)CCCCN1C(=O)c1ccc(F)c(C)c1 (configuration not stated)
    1.4% | / | 1.9% | 12.8% | -4.0 | -2.0% | -1.4 | -9.9%
CC(C)n1nnnc1SCC(=O)N1CCOCC1
    4.3% | -2.5% | 6.5% | 7.5% | 0.9 | 1.2% | -1.9 | 1.6%
CCN(CCN(C)C)C(=O)C1CCN(S(=O)(=O)c2c(C)noc2/C=C/c2ccccc2F)CC1
    -6.8% | -2.6% | 0.9% | -22.5% | 1.1 | -9.2% | -0.9 | 3.2%
CCOc1ccc(NC(=O)CN2CCN(CC(=O)Nc3ccc(F)c(F)c3)CC2)cc1
    -8.1% | 1.8% | 1.7% | -3.9% | 12.3 | -7.0% | -0.9 | 6.7%
C#CCOCCOCCOCCNc1nc(N2CCOCC2)nc(N2CCN(C(=O)Cn3cc(CCCCN)nn3)CC2)n1
    18.9% | / | 7.0% | -19.1% | -2.6 | 4.4% | 0.0 | -2.9%
COC(=O)CSc1nc(SCc2ccccc2Cl)nc2c1CCCC2
    -4.2% | 1.4% | -7.7% | -13.4% | 6.7 | 1.3% | -0.8 | -0.8%
CNc1ncnc2c1cnn2C1CCCCO1 (configuration not stated)
    11.7% | / | -6.1% | 1.4% | -3.5 | 5.3% | 0.0 | -3.2%
CCOC(=O)N1CCN(S(=O)(=O)c2c[nH]c(C(=O)OC)c2)CC1
    8.0% | -0.8% | 0.5% | -8.7% | -0.4 | -7.6% | -0.4 | 4.1%
Cc1ccc(NC(=O)COC(=O)c2ccc(CN3CCCC3=O)cc2)c(Cl)c1
    5.8% | -1.4% | -6.9% | -10.4% | 2.3 | 1.5% | -1.0 | -9.7%
CN(C)CCSc1nc(-c2ccccc2)nc2c1CCCC2
    -3.9% | 0.8% | -2.4% | -1.9% | 5.2 | 6.8% | 2.1 | 7.6%
COc1ccc2oc(C(=O)OCC(=O)N(C)C3CCCCC3)c(C)c2c1
    -20.0% | 2.4% | -9.4% | ? | -23.3 | -0.4% | -0.3 | -10.7%
CC(C)N(C(=O)CSc1nnnn1C1CCCC1)C(C)C
    11.8% | -0.1% | 4.7% | -8.9% | 2.5 | -1.4% | -0.8 | -6.3%
CCCc1ccc(OCc2ccc(C(=O)NCc3cccnc3)o2)c(OC)c1
    -15.9% | -2.4% | 1.9% | 0.9% | -0.5 | -23.6% | -0.1 | -0.9%
COc1cc(OC)cc(N(C(=O)c2ccco2)C(C(=O)NC2CCCC2)c2ccc(N(C)C)cc2)c1 (configuration not stated)
    -3.7% | -2.7% | -2.3% | 0.4% | 28.6 | 2.6% | -0.5 | -6.8%
CCN1C(=O)c2ccccc2S(=O)c2ccc(C(=O)N3CCCC3)cc21 (configuration not stated)
    -6.5% | 0.0% | 7.3% | -3.1% | 9.7 | -4.8% | -0.7 | 2.9%
S=c1[nH]nc(Cc2sc(-c3ccccc3)nc2-c2ccccc2)o1
    -28.5% | -17.6% | -15.7% | 1.7% | -4.8 | -25.6% | -5.6 | 0.5%

# Whole records from above:
# Shown for `CC(C)N(C(=O)CSc1nnnn1C1CCCC1)C(C)C` = EPAC2 antag: 11.8%; Mm-Cpn inhibitor: -0.1%; WRN helicase inh: 4.7%; EPAC1 antag: -8.9%; PI5P4Ka inh: 2.5; PLK1 PBD inh: -1.4%; CCT modulator: -0.8; EPAC1 agonist: -6.3%
# Shown for `COc1ccc(CNC(=S)Nc2cccc(C)c2)cc1` = EPAC2 antag: -5.6%; Mm-Cpn inhibitor: 0.7%; WRN helicase inh: -11.0%; EPAC1 antag: -4.2%; PI5P4Ka inh: 5.0; PLK1 PBD inh: -7.0%; CCT modulator: -7.7; EPAC1 agonist: -0.5%

# Next part
# Value order: EPAC2 antag | Mm-Cpn inhibitor | WRN helicase inh | EPAC1 antag | PI5P4Ka inh | PLK1 PBD inh | CCT modulator | EPAC1 agonist
CCOC(=O)C1(Cc2cccc(Cl)c2)CCCN(C(=O)c2cc(C)on2)C1 (configuration not stated)
    -0.2% | -5.8% | -9.7% | 5.3% | -3.0 | 4.4% | -2.1 | -16.1%
CCCCC[C@H]1CN(Cc2ccccc2)C(=O)[C@@H]1CC(=O)NCc1ccc(OC)cc1
    -9.0% | -0.9% | 4.0% | -19.2% | -3.3 | 4.3% | -0.3 | -6.3%
Cc1cccc(NC(=O)Cn2cnc3c(oc4nc5c(cc43)COC(C)(C)C5)c2=O)c1
    6.4% | 0.1% | 4.1% | 1.6% | 1.2 | -11.0% | 0.2 | -6.5%
O=[N+]([O-])c1ccccc1Oc1ccc(C(F)(F)F)cn1
    -13.0% | 1.9% | -3.6% | -25.2% | 7.8 | -11.8% | -1.7 | 0.1%
CCCCNC(=O)Cn1c(=O)n(C)c2ccccc21
    -4.3% | -0.2% | 2.8% | -4.6% | 3.7 | -7.1% | -1.5 | 2.0%
Cc1cccc(NC(=O)CCN2C(=O)C3C4CCC(C4)C3C2=O)c1C (configuration not stated)
    7.0% | 0.8% | -6.0% | 11.7% | / | -7.9% | -8.2 | 10.1%
Cc1cc(=O)oc2cc(OCC(=O)N3CCCC3)c(Cl)cc12
    5.3% | -0.2% | -5.7% | 0.1% | 1.0 | 4.1% | -2.9 | -9.3%
COc1c(C)cc(C(=O)C2CCCN(C(=O)c3ccoc3)C2)cc1C (configuration not stated)
    8.5% | 2.0% | -1.3% | -0.3% | 4.1 | -10.2% | -0.9 | -0.1%
